Lipid storage S3 – qHTS Assay for Lipid Storage Modulators in Drosophila S3 Cells; AID 2685, 2010; Potency in µM for hits, for the others lipid storage change, negative = inhibition, % at the top dose, mostly 46.1 µM; Drosophila S3 cells, BODIPY lipid droplet fluorescence, 18-24 h; cells fed with added oleic acid; actives 0.64% (n = 320,000); active = well fitted inhibition curve with a large enough effect in the signal ratio, with a control signal flat, not every such curve was filed as active; inconclusive = small, poorly fitted or top-dose-only effect, or effect the other way, or a change in a side signal; the % refers to the signal ratio
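Laser-scanning cytometry quantifies lipid droplet accumulation (500–530 nm total intensity; droplet/cell object ratio) in oleic acid-fed (400 uM added) Drosophila S3 cells treated with a concentration series. 20 uM Triacsin C defined 100% inhibition.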
Lipid storage S3 cell count max – also measured in Lipid storage S3; calls as there; cell number change, %; measured here: cell count max response;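 cells counted by Cell Tracker Red CMTPX staining in the red channel; peak over a dose series mostly up to 46.1 µM; percent activity relative to internal control wells on each plate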
* = called active by the depositor; i = inactive; ? = inconclusive; . = no result given; [ ] = dose if it differs, or a comment. % is scaled to controls: 0 for no effect and ±100 for the full control effect; potency is read from the fitted curve at half-maximal effect. Not all compounds are listed; rates above refer to the full screens.

mol	Lipid storage S3	Lipid storage S3 cell count max
Cc1nc2nc(SCC(=O)c3ccccc3)[nH]c2cc1Br	13%	6
COc1ccc(C(=O)N(C)CC(=O)Nc2cccc(F)c2)cc1S(=O)(=O)NC1CCCC1	16%	9
CCCn1nnc(NC(=O)c2ccccc2Cl)n1	?	.
Cc1ccc(C2NC(c3ccc(C)cc3)C([N+](=O)[O-])C(C)(C)C2[N+](=O)[O-])cc1 (stereo not drawn)	8%	-9
CCC(=O)Nc1ccc(NC(=O)CSc2nnnn2C(C)C)cc1	?	.
Nc1ncc(Br)cc1S(=O)(=O)Nc1cc(C(F)(F)F)cc(C(F)(F)F)c1	0.58µM*	-16*
COc1ccc(C(=O)n2nc(C#N)c(C#N)c2N)cc1	0%	3
COc1ccc(C(=O)N2CC3(C)CC2CC(C)(C)C3)cc1 (stereo not drawn)	8%	0
Nc1cc(=O)[nH]n1C1CCCCC1	i	.
CCN(CC)S(=O)(=O)c1cc(OC)c(Cl)cc1Cl	?	.
O=C(CCC1CCCCC1)NCCN1CCOCC1	?	.
CCOC(=O)c1cc2cc3ccccc3cc2[nH]1	-2%	-10
COc1ccc(N2C(=O)C(CC(=O)Nc3ccccc3)N(Cc3ccc4c(c3)OCO4)C2=O)cc1 (stereo not drawn)	?	.
CCOc1ccc(Br)cc1S(=O)(=O)Nc1cccc(S(=O)(=O)NC2=NCCC2)c1	?	.
O=C1CC(O)(C(F)(F)F)Oc2c1ccc1ccccc21 (stereo not drawn)	i	-21
Cn1c(NCc2ccccc2O)nc2ccccc21	4%	-19
Cc1ccnc(NC(c2ccncc2)c2c(C)[nH]c3ccccc23)c1 (stereo not drawn)	10%	-14
COC(=O)c1c(NC(=O)c2ccoc2C)sc(C)c1C	28%	21
CCCCn1nnnc1SCC(=O)Nc1ccc(N(C)C)cc1	1%	-4
CCCCCN=Cc1c(C)[nH]n(-c2nc3ccccc3s2)c1=O	?	.
COc1ccccc1NCCC(=O)OCC(=O)Nc1cccc(S(=O)(=O)N(C)C)c1	?	.
Cc1c(/C=N/NC(=O)c2ccc(Br)o2)cnn1C	?	.
O=C(COC(=O)CCc1ccccc1)Nc1ccccc1OC(F)F	-12%	-8
O=C(NC1CCCCC1)c1ccc(-c2ccc(Cl)cc2)o1	?	.
C/C(=N\OCC(=O)Nn1c(C)nc2ccccc2c1=O)c1cccs1	-5%	.
Cc1ccc(C(C(=O)NC2CCCC2)N2CCc3ccccc32)cc1 (stereo not drawn)	-8%	4
CC1CCC(NC(=O)COC(=O)CSc2ccc(C(N)=O)cc2[N+](=O)[O-])CC1 (stereo not drawn)	25%[0.0737 µM]	.
CN(C)C(=O)CCC(=O)N1CCCC(C(=O)c2ccc3c4c(cccc24)CC3)C1 (stereo not drawn)	-5%	14
O=C(CCN1C(=O)[C@@H]2Cc3ccccc3CN2C1=O)N[C@@H](C(=O)O)c1ccccc1	?	.
COc1ccccc1-c1nnc(SCC(=O)NC2CCCCC2)o1	9%	-6
N/C(Cc1ccc(Cl)cc1Cl)=N\OC(=O)c1ccc(Br)o1	0%	-2
CCN(CC(=O)NC(=O)NC1CCCCC1)Cc1ccccc1	i	.
O=C(c1cccs1)N1CCC(c2nc3c(nnn3Cc3ccccc3Cl)c(=O)[nH]2)CC1	?	.
CCC(=O)NC(=S)Nc1ccc(NC(=O)c2ccco2)c(Cl)c1	0%	-5
O=c1nccc(N/N=C/c2cccc(O)c2)[nH]1	-18%	-10
O=C(CSc1ncnc2c1cnn2-c1ccc(F)cc1)NCc1ccc2c(c1)OCO2	?	.
O=C(COC(=O)c1ccc(O)cc1)c1ccc2c(c1)OCCO2	20%	18
S=C(Nc1ccccc1)N1CCN(Cc2ccccc2)CC1	17%	10
CC(C)[C@@H](C(=O)O)N(Cc1cccc(CN([C@H](C(=O)O)C(C)C)S(C)(=O)=O)c1)S(C)(=O)=O	?	.
Cc1ccc2nc(-c3ccc(Br)cc3)cn2c1	?	.
O=C(CSc1nnc(-c2ccc(Br)cc2)o1)Nc1cccc(C(=O)O)c1	?	.
CN(C(=O)c1ccccc1C(=O)OCC(=O)c1ccccc1)c1ccccc1	?	.
O=C(Nc1cc(S(=O)(=O)N2CCCCCC2)ccc1OCC(F)(F)F)c1ccc(=O)[nH]c1	6%	-1
Cc1cc(OCC(=O)OCC(=O)Nc2ccc(Cl)cn2)ccc1Cl	-3%	4
Cc1cc(C)n2nc(SCc3nnc(-c4ccc(F)cc4)o3)nc2n1	?	.
Cc1ccc(S(=O)(=O)CCC(O)c2ccc(Cl)cc2)cc1 (stereo not drawn)	1%	-2
NC(=O)NOCc1c(Cl)cccc1Cl	3%	-26
COc1ccc(Cl)cc1N(CC(=O)Nc1cccc(SC)c1)S(C)(=O)=O	i	75
COc1cc(N)c(Cl)cc1C(=O)OCC(=O)N(C)C1CCCCC1	?	.
COCc1cc(C)n(CC(=O)N2CCCC2)c(=O)c1C#N	-17%	-15
Cc1cc(C)c(C)c(S(=O)(=O)NCc2ccncc2)c1C	?	.
Cc1ccc(/C=C2/C(=N)N3N=C(CC(=O)N4CCCC4)SC3=NC2=O)cc1	?	.
CCc1nn(CC(=O)N2CCN(CC)CC2)c(=O)c2cc3sccc3n12	11%	10
CCc1ccccc1NC(=O)COC(=O)C1C2CC3OC(=O)C1C3C2 (stereo not drawn)	?	.
C=CCn1c(=NC(=O)c2ccc(S(=O)(=O)N3CCCC3)cc2)sc2cc(NC(C)=O)ccc21	21%	.
CCCc1c(C(=O)Nc2ccc(F)cc2F)cnn1-c1ccccc1	?	.

More compounds
mol	Lipid storage S3	Lipid storage S3 cell count max
CC1(C)CC(=O)C(N=Nc2c(F)cccc2F)=C(O)C1	-3%	.
Cc1cccc(OCCC(=O)OCC(=O)Nc2c(C)nn(-c3ccccc3)c2C)c1	i	.
Fc1ccc(-c2csc(/C=C/c3ccc4c(c3)OCO4)n2)cc1	11%	-1
Cc1noc(C)c1COc1ccc(C(=O)N2CCN(c3ccccc3O)CC2)cc1	?	.
COc1ccc2c(c1OC)C(=O)N(c1ccc(C)c(C)c1)C2=O	-7%	-17
CC(=O)N1CCCc2cc(S(=O)(=O)N3CCN(C4CCCCC4)CC3)ccc21	i	.
COc1ccc(Br)c2c1C(=O)CC2	6%	17
COc1ccccc1N(C)S(=O)(=O)c1ccc(Cl)c(C(=O)OCc2c(C)noc2C)c1	-2%	-26

Pulled by compound from the entries so far:
mol	Lipid storage S3	Lipid storage S3 cell count max
Cc1cccc(OCCC(=O)OCC(=O)Nc2c(C)nn(-c3ccccc3)c2C)c1	i	.
COc1ccc2c(c1OC)C(=O)N(c1ccc(C)c(C)c1)C2=O	-7%	-17

The listing picks up, repeating the 4 entries before the break.
mol	Lipid storage S3	Lipid storage S3 cell count max
COc1ccc2c(c1OC)C(=O)N(c1ccc(C)c(C)c1)C2=O	-7%	-17
CC(=O)N1CCCc2cc(S(=O)(=O)N3CCN(C4CCCCC4)CC3)ccc21	i	.
COc1ccc(Br)c2c1C(=O)CC2	6%	17
COc1ccccc1N(C)S(=O)(=O)c1ccc(Cl)c(C(=O)OCc2c(C)noc2C)c1	-2%	-26
CCOC(=O)c1sc2ncnc(OC)c2c1C	i	-11
Cc1ccc(OCCNc2cc(N3CCN(CCO)CC3)ccc2[N+](=O)[O-])cc1C	?	.
CC(Oc1ccc(Cl)cc1Cl)c1ccnc2nc(N3CCOCC3)nn12 (stereo not drawn)	?	.
O=C(CSc1nc(-c2cccs2)nc2cc(=O)[nH]n12)Nc1ccccc1F	6%	14
COc1cc(S(=O)(=O)NC2CCCCC2C)ccc1F (stereo not drawn)	-6%	12
Cc1ccc(-c2nc3cccnc3s2)cc1NS(=O)(=O)c1cccs1	?	.
Cc1cc(C)nc(NCc2ccc(Cl)cc2)n1	?	.
CCc1cc2c(=O)[nH]c(COC)nc2s1	?	.
C=CCn1cc(-c2cccc(C(F)(F)F)c2)cc(C#N)c1=O	?	.
CCC(=O)Nc1cccc2c1C(=O)N(C)C2=O	0%	20
CC(NC(=O)COC(=O)c1ccc(N(C)C)cc1)c1ccccc1 (stereo not drawn)	?	.
CC(c1cc2ccccc2s1)N(O)C(N)=O (stereo not drawn)	4%	-2
O=S(=O)(NCCc1ccc(Cl)cc1)c1cccc2cccnc12	?	.
Nc1ncnc(Oc2cccc3cccnc23)c1[N+](=O)[O-]	?	.
CCN1C(=O)[C@H]2[C@@H](c3ccc(Cl)cc3)N3C(=O)CN(CCOC)C(=O)[C@@]3(C)[C@H]2C1=O	-24%	-1
Cc1cccc(/C=N/NC(=O)Cc2cccs2)c1	10%	2

Brought forward from above: four entries, then new ones.
mol	Lipid storage S3	Lipid storage S3 cell count max
O=S(=O)(NCCc1ccc(Cl)cc1)c1cccc2cccnc12	?	.
Nc1ncnc(Oc2cccc3cccnc23)c1[N+](=O)[O-]	?	.
CCN1C(=O)[C@H]2[C@@H](c3ccc(Cl)cc3)N3C(=O)CN(CCOC)C(=O)[C@@]3(C)[C@H]2C1=O	-24%	-1
Cc1cccc(/C=N/NC(=O)Cc2cccs2)c1	10%	2
Nc1nc(N)nc(-c2ccccc2O)n1	6%	-11
Cc1ccc(-n2nnnc2SCC(=O)NCC2CCCO2)cc1C (stereo not drawn)	?	.
CC(C)OC(=O)CN1CCN(S(=O)(=O)c2cc(Cl)ccc2Cl)CC1	i	0
COc1ccc(N(CC(=O)NN=C2CCN(C)CC2)S(=O)(=O)c2ccc(NC(C)=O)cc2)cc1	-20%	-25
O=C1CCc2ccc(OCCCCN3CCN(c4cccc(Cl)c4Cl)CC3)cc2N1	?	.
O=S(=O)(NCC(c1cccnc1)N1CCc2ccccc2C1)c1ccccc1 (stereo not drawn)	?	.
N#CC(C(=O)NC1CCCCC1)=C1CCCCC1	0%	0
O=C(O)CCCN=CC1=C(O)CNC1=O	?	.
COC(=O)c1ccc(CSc2nnc3n(Cc4ccccc4OC)c(=O)c4ccccc4n23)o1	14%	0
Cc1ccc(COCCN2CCN(S(=O)(=O)c3ccccc3)CCC2=O)cc1	16%	-2
CCOC(=O)c1c(C)c(C(=O)NCc2ccco2)c(C)n1Cc1ccccc1	?	.
COc1ccc(C2CC(c3ccccc3)=NN2C(=O)COC(=O)C2CC2)cc1 (stereo not drawn)	?	.
Cc1ccc(NC(=O)COc2coc(CN3CCc4ccccc4C3)cc2=O)cc1Cl	-6%	0
CCC(=O)NCc1c(C)c(C)n(Cc2ccccc2)c1-n1cccc1	8%	16
CC(C)Oc1ccc(OCCCN2CCCCCC2)cc1	?	.
CCOC(=O)N1CCN(C(=O)CN(c2cccc(C(F)(F)F)c2)S(=O)(=O)c2ccccc2)CC1	?	.
O=C(C1CC1)N1CCN(C(c2ccccc2)c2ccccc2)CC1	?	.
Cc1cc(C)cc(NC(=S)N2C3CCCC2CC(NC(=O)C2CC2)C3)c1 (stereo not drawn)	?	.
COc1ccc(CN2CCNC(=O)C2CC(=O)NCCCn2cccn2)cc1C (stereo not drawn)	i	10
C[C@@]12CC(=O)NC1N(C(=O)c1ccccc1)C(c1ccccc1OC(=O)c1ccccc1)C2 (stereo partly drawn)	?	.
CCSc1nc(O)cc(=O)[nH]1	-1%	.
CC(C)Nc1nc2n(c(=O)n1)CCN2C(C)C	4.1µM*	0.3*
CCn1c(O)c(N=NC(=O)CNC(=O)/C=C/c2ccco2)c2ccccc21	?	.
COc1cc(=O)[nH]c(SC(C)C(=O)Nc2ccc3ccccc3c2)n1 (stereo not drawn)	?	.
Cc1nn(Cc2ccccc2)c(C)c1C(=O)NCCN1C(=O)S/C(=C\c2ccc(F)cc2)C1=O	9%	23
COc1ccc(NC(=O)CN(C)C(=O)c2cc(-c3ccc(Cl)cc3)nc3ccccc23)cc1	?	.
CCCCN(CCCNC(=O)c1c(C)cc(=O)oc1C)c1ccccc1	?	.
Cc1cccc(OCC(=O)NNC(=O)c2cc3ccccc3oc2=O)c1	?	.
CCOC(=O)c1c(NC(=O)COc2ccccc2)sc2c1CC(C)(C)NC2(C)C	?	.
Cc1nn(-c2cccc(Cl)c2)c2c1C(c1cccnc1)C(C#N)=C(N)O2 (stereo not drawn)	18%	8
CCN(CC)C(=O)c1ccc2c(c1)nnn2C	-3%	-12
O=C(CNc1ccccc1)N/N=C/c1c(O)ccc2ccccc12	?	.
CCN(C(=O)CSc1ncccn1)c1c(N)n(Cc2ccccc2)c(=O)[nH]c1=O	?	.
CCOC(=O)c1c(C)cc(=O)oc1C	?	.
COC(=O)c1ccc([N+](=O)[O-])cc1N1C(=O)C2C3CCC(C3)C2C1=O (stereo not drawn)	?	.
O=C(NC1(C(=O)NC2CCCCC2)CCCCC1)c1ccc2c(c1)OCO2	0%	5
Cc1ccc(S(=O)(=O)NCC2CCC(C(=O)NCc3cccnc3)CC2)cc1 (stereo not drawn)	?	.
Nc1c(-c2ccc(Cl)cc2)cnn1-c1ccccc1	?	.
S=C(NC1CCCCC1)N1CCN(C2CCCCC2)CC1	?	.

Source: PubChem (National Center for Advancing Translational Sciences (NCATS))
